# Source: PubChem BioAssay (several laboratories)
# HEK293 NOD2/NF-kB: inhibition of NOD2-driven NF-kB reporter – cell-based, luminescence, uHTS, HEK293 (AID 1566); one-dose inhibition, % at 4 µM; EC50 in µM for titrated hits; 0.63% of 290,000 active; HEK293 NOD2/NF-kB luciferase reporter, luminescence; higher % means a stronger effect; note: many of its hits are not listed in these tables
# MgcRacGAP inhibition: MgcRacGAP GTPase-activating activity inhibitors, confirmation, biochemical, ADP Hunter fluorescence; MgcRacGAP-stimulated Rac1 GTP hydrolysis, ADP Hunter fluorescence; higher % means a stronger effect; GST-tagged Rac1 F28L mutant substrate; inhibition, % at 30 µM; hits with a dose series show IC50 in µM; 0.6% of 340,000 active;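 active = first-screen hits whose inhibition reached a set limit at any dose in the follow-up dose series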;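 note: fluorescence reports GDP produced by GAP-driven GTP hydrolysis; strong numbers were not always called active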
# NOD1 inhibition: inhibition of NOD1-driven NF-kB reporter – cell-based, luminescence, uHTS, primary screen (AID 1578); NOD1-driven NF-kB luciferase reporter cells, luminescence; higher % means a stronger effect; inhibition, % at 4 µM, or EC50 in µM where a hit was titrated; 1% of 290,000 active; in the data active = inhibition mostly above about 36%, no sharp cut-off; inactive = mostly below about 34%;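 note: HEK-293T reporter cells stimulated with the NOD1 agonist gamma-tri-DAP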
# KOR beta-arrestin-1: KOR antagonists, beta-arrestin recruitment, cell-based, luminescence, uHTS (AID 1778) | KOR beta-arrestin recruitment, luminescence, antagonist mode; higher % means a stronger effect | inhibition, % at 10 µM, or IC50 in µM where a hit was titrated | 0.091% of 290,000 active; note: strong numbers were not always called active
# KOR beta-arrestin-2: KOR agonists, beta-arrestin recruitment, primary screen, cell-based, luminescence, uHTS (AID 1777). KOR beta-arrestin recruitment, luminescence; higher % means a stronger effect. one-dose activation, % at 10 µM; EC50 in µM for titrated hits. 0.02% of 280,000 active; in the data active = activation above about 50%, passing the limit was not always enough; note: a part of the inactive calls stands beside numbers as strong as those of hits
# GPR55 activation: GPR55 agonists via beta-arrestin recruitment, primary screen, imaging, U2OS cells, beta-arrestin-GFP redistribution (AID 1961) | U2OS GPR55 beta-arrestin-GFP redistribution imaging; higher % means a stronger effect | activation, % at 10 µM; hits with a dose series show EC50 in µM | 0.048% of 290,000 active;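 active = activation above 40% with more than 50 cells counted in the well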;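 note: U2OS osteosarcoma cells stably expressing GPR55 and beta-arrestin-GFP; plate controls were DMSO negative control for no effect and LPI positive control for full effect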
# GPR55 LPI antagonism: inhibition of LPI-stimulated GPR55 beta-arrestin translocation – imaging, U2OS, beta-arrestin-GFP, LPI agonist, primary screen (AID 2013). inhibition, % at 10 µM; hits with a dose series show IC50 in µM. 0.13% of 290,000 active. U2OS GPR55 beta-arrestin-GFP translocation imaging, LPI antagonism; higher % means a stronger effect;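 active = spots per cell inhibited over 60%, with over 100 cells counted and total cytoplasm intensity under 500,000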;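 note: U2OS cells stably carrying GPR55 and arrestin-GFP stimulated by 5 µM LPI near EC80; imaged beta-arrestin-GFP aggregate spots per cell after agonist stimulation; plate controls were LPI-stimulated DMSO wells for no effect and DMSO wells without LPI for full effect; some results filed as inactive read as strong as hits; confirmed hits need IC50 under 10 µM and bright autofluorescent wells are also inconclusive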
# HIV fusion peptide: cell-free HIV fusion peptide-binding blockers – biochemical, uHTS, fluorescence dequenching, primary screen (AID 1986) | cell-free peptide binding, fluorescence dequenching, 30 min; higher % means a stronger effect | inhibition, % at 20 µM, or IC50 in µM where a hit was titrated | 0.3% of 290,000 active; in the data active = inhibition mostly above about 52%, no sharp cut-off; inactive = mostly below about 76%; note: some results filed as inactive read as strong as hits
# Large T inhibition: TAg ATPase/helicase activity blockers – biochemical (AID 1903); SV40 large T antigen ATPase/helicase inhibition assay; higher % means a stronger effect; one-dose inhibition, % at 20 µM; IC50 in µM for titrated hits; 0.39% of 310,000 active; in the data active = a potency from the dose series; note: strong numbers were not always called active
# * marks the source's active call; other numbers are inactive results; x = no result given. Cut-off read from the data, not from the text of the source, unless noted: active = inhibition above about 50%; inactive = the rest. An excerpt. The share of hits here may be higher or lower than overall.
# Below each SMILES: HEK293 NOD2/NF-kB	MgcRacGAP inhibition	NOD1 inhibition	KOR beta-arrestin-1	KOR beta-arrestin-2	GPR55 activation	GPR55 LPI antagonism	HIV fusion peptide	Large T inhibition
1: COC(=O)c1cc(C)sc1NC(=O)C1CC=CCC1C(=O)O (stereo not drawn)
  -18%	4%	3%	-4%	-4.8%	0.0%	10%	-0.4%	-3%
2: Cc1cc(=O)[nH]c(SCC(=O)Nc2cc(S(=O)(=O)N(C)C)ccc2Cl)n1
  7%	-4%	-35%	-22%	1.6%	-0.2%	4%	2.0%	10%
3: N/C(=N\OC(=O)COc1ccc(Cl)cc1Br)c1ccncc1
  -177%	4%	-41%	-20%	-2.9%	-0.1%	11%	-0.8%	4%
4: Cc1ccccc1Cn1nc(C)c(NC(=O)/C=C/c2cnn(C)c2C)c1C
  -3%	6%	-19%	40%	9.7%	0.0%	-8%	-1.1%	-3%
5: Cc1ccc(SC(C)C(=O)NCc2cccnc2)cc1 (stereo not drawn)
  5%	13%	9%	0%	1.0%	-0.1%	16%	0.4%	21%
6: CC(C(=O)NC(N)=O)N1C(=O)NC(c2ccccc2)(c2ccccc2)C1=O (stereo not drawn)
  4%	2%	-30%	-15%	-6.7%	-0.2%	2%	-0.3%	9%
7: CCOC(=O)C(C(=O)Nc1cccc(C)c1)C1CCCCC1 (stereo not drawn)
  -19%	7%	4%	6%	-6.9%	-0.1%	11%	-1.7%	20%
8: N#Cc1ccc(C(=O)CN2CCN(c3ccccc3)CC2)cc1
  -20%	7%	-17%	7%	-1.6%	-0.2%	2%	-1.6%	9%
9: NNC(=O)c1snnc1-c1ccccc1
  23%	-6%	3%	-11%	3.1%	0.2%	10%	-0.8%	26%
10: CN(C)c1ccc(/C=N/NC(=O)CCCCCNC(=O)c2ccccc2)cc1
  13%	19%	-6%	20%	8.6%	0.1%	1%	-2.8%	23%
11: O=C(Nc1nnc(CCc2ccccc2)s1)c1ccccc1
  -30%	7%	13%	14%	3.7%	-0.2%	1%	-1.5%	1%
12: COc1cccc(-c2nnc(NC(=O)c3ccc4ncsc4c3)o2)c1
  23%	12%	18%	66%	-6.3%	0.2%	11%	39%	22%
13: CCCc1nc2sc3ccccc3c(=O)c2c(=O)n1Cc1ccco1
  -8%	16%	-25%	-36%	3.3%	0.3%	14%	0.9%	31%
14: COC(=O)c1ccccc1NC(=O)c1cc([N+](=O)[O-])nn1Cc1ccccc1
  -9%	4%	-26%	29%	-0.1%	0.8%	7%	-1.6%	14%
15: OCCC1CN(Cc2ccccn2)CCN1C1CCCC1 (stereo not drawn)
  12%	11%	-26%	-4%	x	-0.3%	5%	0.9%	8%
16: O=C(N1CCOCC1)N(CCN1CCOCC1)Cc1cccc2ccccc12
  6%	5%	-4%	-37%	1.1%	0.5%	4%	-0.8%	-5%
17: Cc1ccc(-c2ccc(/C=N/N3C(=O)C4C5C=CC(CC5)C4C3=O)o2)c([N+](=O)[O-])c1 (stereo not drawn)
  -9%	1%	-17%	-15%	-0.8%	0.0%	2%	9.7%	8%
18: O=S(=O)(Nc1cccc2ccccc12)c1ccccc1F
  -10%	6%	-28%	2%	0.1%	-0.2%	-8%	-1.8%	2%
19: CCn1cc2c(c1-c1cccc(C)c1)c(=O)n(C)c(=O)n2C
  4%	1%	-17%	2%	-6.9%	-0.3%	6%	5.6%	7%
20: CC(=O)c1ccc(N2CCN(S(=O)(=O)c3cccc4nonc34)CC2)cc1
  -8%	x	-12%	9%	0.4%	1.1%	3%	-0.5%	4%
21: CN(Cc1ccccc1)c1nc(N)c([N+](=O)[O-])c(NCc2ccccc2)n1
  14%	1%	5%	20%	-2.6%	0.1%	18%	-0.4%	13%
22: COc1ccc(CN2CCNC(=O)C2CC(=O)NC2CCCC2)c(C)c1C (stereo not drawn)
  9%	8%	-1%	-18%	6.1%	0.3%	-2%	3.2%	29%
23: CCc1ccccc1Nc1nc(N)nc(CSc2nnc3ccccn23)n1
  12%	5%	20%	-24%	-0.3%	-0.2%	1%	-0.5%	16%
24: O=C(CNCCO)N1CCc2ccccc21
  -14%	6%	22%	-44%	3.8%	-0.1%	2%	1.9%	14%
25: CN1CCN(c2ccc(Cl)cc2NC(=O)c2ccc(S(=O)(=O)N3CCCCCC3)cc2)CC1
  -3%	7%	-72%	-20%	-4.6%	0.2%	-8%	-1.1%	-10%
26: CN(C)S(=O)(=O)c1ccc(C(=O)OCC(=O)NCc2ccccc2)cc1
  10%	3%	-29%	13%	-0.8%	-0.4%	-4%	1.0%	12%
27: Cc1ccc2c(c1)N(C(=O)CCC(=O)O)CCO2
  3%	5%	-25%	24%	-0.4%	0.2%	13%	2.8%	7%
28: CCOc1ccc(-c2cc(C(=O)NCC3CCCO3)c3ccccc3n2)cc1 (stereo not drawn)
  -26%	0%	-47%	11%	7.6%	0.2%	6%	-0.3%	-7%
29: O=C(CSc1nnc(CNc2ccc(F)cc2)n1Cc1ccccc1)NCc1ccccc1
  5%	10%	-24%	-28%	1.7%	-0.4%	-1%	-0.3%	8%
30: CC1c2cc3c(cc2CCN1C(=O)c1cccc(F)c1)OCCCO3 (stereo not drawn)
  -16%	-7%	-11%	-2%	8.9%	-0.1%	-13%	-2.0%	0%

# Among those listed so far, 2 contain a furan ring, fused or not.
# Below each SMILES: HEK293 NOD2/NF-kB	MgcRacGAP inhibition	NOD1 inhibition	KOR beta-arrestin-1	KOR beta-arrestin-2	GPR55 activation	GPR55 LPI antagonism	HIV fusion peptide	Large T inhibition
13: CCCc1nc2sc3ccccc3c(=O)c2c(=O)n1Cc1ccco1
  -8%	16%	-25%	-36%	3.3%	0.3%	14%	0.9%	31%
17: Cc1ccc(-c2ccc(/C=N/N3C(=O)C4C5C=CC(CC5)C4C3=O)o2)c([N+](=O)[O-])c1 (stereo not drawn)
  -9%	1%	-17%	-15%	-0.8%	0.0%	2%	9.7%	8%

# (list continues)
# Below each SMILES: HEK293 NOD2/NF-kB	MgcRacGAP inhibition	NOD1 inhibition	KOR beta-arrestin-1	KOR beta-arrestin-2	GPR55 activation	GPR55 LPI antagonism	HIV fusion peptide	Large T inhibition
31: CN(C)C(=O)CCC(=O)N1CCCC(C(=O)c2ccc3c4c(cccc24)CC3)C1 (stereo not drawn)
  12%	0%	-3%	-12%	-4.6%	0.1%	8%	-0.6%	7%
32: CCN(CC)S(=O)(=O)c1ccc(NC(=S)NC(=O)CC(C)C)cc1
  9%	8%	-43%	-18%	-2.8%	-0.2%	5%	0.4%	9%
33: O=C(Cn1nc(Cc2cccnc2)c2ccccc2c1=O)Nc1cc(F)ccc1F
  8%	4%	9%	4%	-1.9%	0.1%	-6%	-0.2%	14%
34: COc1ccc(CN2CCSCC2)cc1O
  6%	16%	4%	-26%	-9.8%	-0.2%	2%	-2.1%	3%
35: COc1ccc(S(=O)(=O)N(Cc2cccs2)C2CCCC2)cc1
  -6%	5%	1%	6%	12%	-0.1%	2%	-1.3%	10%
36: COc1ccc(N2CCN(S(=O)(=O)c3cnc[nH]3)CC2)cc1
  3%	-35%	-2%	7%	0.3%	0.1%	-8%	-0.9%	30%
37: Cc1cnc(C(=O)Nc2ccccc2F)cn1
  -48%	12%	-54%	-2%	11%	-0.1%	-13%	0.5%	5%
38: C#CCNC(=O)C1=C[C@@H](C)C[C@@H](OCc2ccc(CO)cc2)O1
  2%	9%	-28%	-12%	0.0%	-0.2%	4%	-0.6%	0%
39: CC(C)(C)c1ccc(OCc2ccc(C(=O)NN)o2)cc1
  -76%	9%	-4%	-6%	4.2%	1.3%	0%	-2.0%	4%
40: COc1ccc(C2(C(=O)N3CCCC3)CCOCC2)cc1OC
  17%	13%	-16%	5%	-4.7%	-0.1%	6%	-0.7%	-1%
41: NS(=O)(=O)c1ccc(NC(=O)CCC(=O)c2ccc(Cl)s2)cc1
  5%	2%	-27%	-15%	2.6%	-0.1%	-7%	-0.9%	6%
42: COC(=O)c1ccccc1NC(=O)CSc1nnc(-c2cccnc2)n1N
  8%	8%	2%	2%	3.8%	0.2%	-5%	0.3%	10%
43: CC(=O)Nc1ccc(S(=O)(=O)N2CCCc3ccccc32)cc1
  0%	1%	14%	10%	-4.4%	-0.1%	-9%	0.7%	24%
44: CCc1ccccc1N(CC(=O)OC)S(C)(=O)=O
  9%	3%	-19%	39%	-2.1%	0.0%	9%	-1.4%	3%
45: c1ccc(CCNc2ncnc3sccc23)nc1
  21%	0%	26%	11%	-6.1%	0.1%	-18%	1.8%	11%
46: CC(=O)N(C)c1ccc(OCC(O)Cn2c3ccc(Cl)cc3c3cc(Cl)ccc32)cc1 (stereo not drawn)
  -18%	9%	-41%	-23%	7.3%	0.1%	16%	-1.7%	24%
47: CCC1Oc2ccc(C)cc2N(CC(=O)N2CCN(c3ccc(F)cc3)CC2)C1=O (stereo not drawn)
  19%	x	-12%	17%	-2.7%	-0.1%	6%	0.5%	1%
48: Cc1ccc(Sc2nc(-c3ccccc3)ccc2C#N)cc1
  9%	4%	x	23%	-1.4%	0.2%	22%	-3.3%	-5%
49: CCn1nc(NS(=O)(=O)c2ccc(NC(C)=O)cc2)c2cc3ccccc3nc21
  24%	17%	14%	-5%	2.0%	0.0%	-3%	0.1%	12%
50: NS(=O)(=O)c1ccc(N=C2C(=O)Nc3ccccc32)cc1
  6%	-1%	-12%	-17%	0.2%	0.9%	3%	-0.3%	x
51: O=C(/C=C/c1ccc(S(=O)(=O)N2CCOCC2)cc1)N1CCN(c2ccc(F)cc2)CC1
  33%	5%	2%	1%	-0.6%	-0.1%	2%	-2.0%	10%
52: CC(C)(C)CC(=O)Nc1ccc(-c2nnc3n2CCCCC3)cc1
  -2%	6%	-4%	-18%	0.7%	0.0%	6%	0.4%	16%
53: CCC1(c2ccc(Cl)cc2)NC(=S)N(c2ccc(C)c(C)c2)N1 (stereo not drawn)
  -44%	8%	-9%	-46%	-0.5%	-0.1%	15%	1.8%	7%
54: CC1CCN(C(=O)C2CCN(S(=O)(=O)N3CCC4(CC3)OCCO4)CC2)CC1
  -16%	5%	-14%	-33%	-4.0%	0.3%	5%	-1.9%	6%
55: O=C(Oc1ccccc1N1C(=O)C2CCCCC2C1=O)c1ccccc1F (stereo not drawn)
  26%	3%	4%	x	1.5%	0.1%	5%	1.2%	13%
56: CCc1ccc(C(=O)COC(=O)c2cc([N+](=O)[O-])ccc2NCCO)cc1
  10%	6%	-5%	x	3.1%	1.0%	6%	-0.5%	5%
57: COC(=O)CCC(=O)Nc1cccc2c(NC(=O)CCC(=O)OC)cccc12
  4%	9%	-8%	-28%	3.8%	-0.5%	-4%	-0.2%	-3%
58: CSc1ncccc1C(=O)NCCc1ccc(Cl)cc1
  -4%	6%	6%	-48%	0.9%	0.4%	-1%	-0.2%	10%
59: Cc1cccc(CCNC(=O)CCNS(=O)(=O)c2cc(Br)cnc2N)c1
  -2%	14%	-4%	-18%	-2.5%	-0.2%	10%	1.5%	26%
60: c1ccc2oc(SCc3cn4ccccc4n3)nc2c1
  -56%	2%	-8%	-44%	3.4%	-0.1%	-8%	-1.1%	8%
